hERG rescue: compounds protecting human hERG from proarrhythmic drug block; activation (rescue from dofetilide block), less the hit threshold, % at 10 µM; AID 1511; CHO-hERG, FluxOR thallium flux, dofetilide IC70 present; 310,000 compounds, 0.51% hits;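 active = activation above the mean of controls blocked by dofetilide plus 5 SD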;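 also: thallium influx through hERG after potassium depolarization seen as dye fluorescence rise; in these data hits start at about 4.7%; inactives centre near -7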
Target sequence (Q12809 whole entry, looked up): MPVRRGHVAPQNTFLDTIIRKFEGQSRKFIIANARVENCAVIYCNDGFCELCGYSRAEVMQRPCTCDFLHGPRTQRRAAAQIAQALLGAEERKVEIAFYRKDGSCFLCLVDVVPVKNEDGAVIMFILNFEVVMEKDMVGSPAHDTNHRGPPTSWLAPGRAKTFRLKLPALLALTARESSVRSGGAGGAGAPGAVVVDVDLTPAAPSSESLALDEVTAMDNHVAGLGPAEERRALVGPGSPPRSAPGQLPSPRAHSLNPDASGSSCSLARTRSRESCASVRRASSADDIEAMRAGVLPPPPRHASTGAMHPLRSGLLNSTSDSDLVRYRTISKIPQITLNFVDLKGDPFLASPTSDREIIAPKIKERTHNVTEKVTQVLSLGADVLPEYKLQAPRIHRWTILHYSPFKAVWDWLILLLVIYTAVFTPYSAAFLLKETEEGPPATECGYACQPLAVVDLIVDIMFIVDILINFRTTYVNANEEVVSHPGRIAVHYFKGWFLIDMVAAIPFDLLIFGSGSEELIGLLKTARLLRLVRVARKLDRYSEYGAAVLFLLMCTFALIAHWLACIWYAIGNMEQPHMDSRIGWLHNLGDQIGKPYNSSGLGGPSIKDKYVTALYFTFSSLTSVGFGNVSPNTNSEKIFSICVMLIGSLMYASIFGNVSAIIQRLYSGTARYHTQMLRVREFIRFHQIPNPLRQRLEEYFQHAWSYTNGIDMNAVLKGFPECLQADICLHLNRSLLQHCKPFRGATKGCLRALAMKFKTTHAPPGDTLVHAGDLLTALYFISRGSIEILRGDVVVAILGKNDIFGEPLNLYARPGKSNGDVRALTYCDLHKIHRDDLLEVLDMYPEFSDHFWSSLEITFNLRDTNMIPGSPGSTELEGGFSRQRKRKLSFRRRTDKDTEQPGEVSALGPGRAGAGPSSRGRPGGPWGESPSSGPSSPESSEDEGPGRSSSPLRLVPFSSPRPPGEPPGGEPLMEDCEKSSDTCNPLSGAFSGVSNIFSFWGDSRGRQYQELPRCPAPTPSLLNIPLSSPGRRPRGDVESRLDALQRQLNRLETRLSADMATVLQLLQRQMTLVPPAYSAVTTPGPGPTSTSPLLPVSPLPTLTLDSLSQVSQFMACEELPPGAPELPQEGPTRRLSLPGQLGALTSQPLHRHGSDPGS
RGS4 inh: inhibitors of human RGS4. HEK293 M3R/RGS4 inducible, Fluo-4 calcium flux; stronger effect = higher value; triggered by carbachol at its EC20. P49798. 310,000 compounds, 0.45% hits. B-score at 10 µM. AID 463165;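 active = B-score, a plate-corrected calcium signal, over three deviations above library mean, with baseline fluorescence within five deviations of library mean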;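 also: RGS4 expression induced by doxycycline in cells with stable M3 receptor; B-score is computed from the integrated fluorescence ratio over baseline after carbachol; higher B-score means a larger calcium signal and so more RGS4 inhibition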
KCNQ1 block: human KCNQ1 channel inhibition; AID 2642; B-score at 10 µM; 310,000 compounds, 1.3% hits; P51787; CHO-K1 KCNQ1, FluxOR thallium flux fluorescence; stronger effect = higher value;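 active = compounds whose thallium flux B-score, printed positive for inhibition, exceeds three library SD while starting fluorescence stays within three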;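 also: channel opened by potassium depolarization with thallium stimulus after 20 min compound exposure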
KCNK3 block: human KCNK3 channel inhibition, primary screen; O14649; CHO-KCNK3 thallium flux, FluxOR fluorescence; stronger effect = lower value; B-score at 10 µM; 340,000 compounds, 0.84% hits; AID 602410;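 active = B-score under library mean minus 4 SD, starting fluorescence ratio at most library mean plus 5 SD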;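 also: more negative B-score means stronger inhibition of thallium flux through KCNK3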
KCNK9 block: inhibitors of human KCNK9 two-pore domain potassium channel | Q9NPC2 | 310,000 compounds, 1.2% hits | AID 488922 | HEK293 KCNK9, FluxOR thallium flux fluorescence; stronger effect = lower value | B-score at 10 µM;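 active = ratio B-score over 3 SD below the library mean, with starting fluorescence within 5 SD of its mean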;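 also: negative B-score means less thallium flux so channel inhibition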
RGS4 act: potentiators or activators of RGS4 | HEK293 M3R/inducible RGS4, carbachol calcium flux Fluo4; stronger effect = lower value | B-score at 10 µM | 310,000 compounds, 0.92% hits | AID 463111;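 active = B-score of the integrated calcium signal more than 4 SD below the library mean, with starting fluorescence not abnormally high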;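 also: negative B-score means reduced calcium response which marks RGS4 activation or potentiation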
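test system = M3R-expressing HEK293 line, RGS4 induced by doxycycline | probe or stimulus = carbachol at ECmax as muscarinic agonist stimulus | timing = dye loading 30 min 37 °C, buffer rest 30 min RT | signal = calcium dye Fluo4 fluorescence | evaluation = B score from integrated fluorescence ratio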
SKKanGAS inh: SKKanGAS growth inhibition; S. pyogenes SKKanGAS, kanamycin growth, BacTiter-Glo, 6 h; inhibition, % at 7.5 µM; 300,000 compounds, 1.3% hits; AID 1662;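 active = mean replicate score, as percent of positive control median, at least 50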;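 also: strain carries kanamycin resistance gene driven by streptokinase promoter and grows in 40 µg/ml kanamycin; loss of luminescence reflects streptokinase promoter inhibition or plain growth inhibition; 0% = median of DMSO wells and 100% = positive control at its reference dose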
TMEM16A inh: mouse TMEM16A channel inhibition, primary screen; Q8BHY3; HEK293 TMEM16A/YFP iodide influx fluorescence, ionomycin; normalized B-score (activity score, 25-100; higher = stronger inhibition) at 10 µM; 310,000 compounds, 1.2% hits; AID 588511;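 active = ratio plate-corrected score three or more library SD toward inhibition, starting fluorescence score within five deviations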;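 also: score derived from kinetic fluorescence span divided by baseline fluorescence per well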
HDAC3 inhib: blocks human histone deacetylase 3; O15379; recombinant HDAC3, fluorogenic peptide/trypsin coupled, fluorescence; inhibition, % at 8.3 µM; 320,000 compounds, 0.15% hits; AID 2718; in the data active = inhibition above about 26%, passing the limit was not always enough
ANO1 activ: activators or potentiators of mouse TMEM16A chloride channel; Q8BHY3; HEK293 TMEM16A/YFP-H148Q/I152L, iodide quench fluorescence; stronger effect = lower value; B-score at 10 µM; 340,000 compounds, 0.3% hits;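 active = fluorescence-ratio B-score plate-corrected deviation score at least 3 library SD below zero, with starting fluorescence score within 5 deviations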;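 also: channel opened by trigger with iodide after compound preincubation; score built on the fluorescence ratio of max minus min over baseline; more negative score means more quench and so TMEM16A activation or potentiation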
KCNQ1 act: human KCNQ1 channel potentiation or activation. P51787. CHO-K1 KCNQ1, thallium flux FluxOR fluorescence; stronger effect = higher value. B-score at 10 µM. 310,000 compounds, 0.35% hits. AID 2648;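 active = fluorescence ratio B-score, a plate-corrected score, at least three library SD, with initial intensity B-score within 5 SD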
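Material: CHO-K1 cells stably expressing KCNQ1. Medium: assay buffer for compound exposure, DMSO matched across wells. Reagent: K+/Tl+ depolarizing stimulus. Compound dosing: single-concentration screen. Times: 37 °C overnight plating, 90-min dark dye load, 20-min compound pretreatment. Technique: FluxOR Tl+ flux fluorescence.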
Numbers without * were called inactive; i = inactive; x = not tested or not shown. The order is random; 6.3% or so of the library scored in one or more.

smiles	KCNQ1 act	hERG rescue	RGS4 inh	HDAC3 inhib	KCNQ1 block	RGS4 act	TMEM16A inh	KCNK3 block	KCNK9 block	ANO1 activ	SKKanGAS inh
CCCN(CC(=O)Nc1ccc(F)c(F)c1F)C(=O)c1cc([N+](=O)[O-])ccc1N1CCOCC1	i	-17.4	i	2.4	i	i	i	i	i	i	10.4
O=C(COC(=O)c1cc([N+](=O)[O-])ccc1N1CCOCC1)Nc1ncc(Cl)cc1Cl	i	-6.1	i	9.8	i	i	i	i	i	i	-17.2
O=[N+]([O-])c1cc(-c2csc(NCCc3nc4cc(C(F)(F)F)ccc4n3CCCO)n2)ccc1Cl	i	-6.8	i	9.8	i	i	i	i	i	i	13.2
Nc1c(N(Cc2ccccc2)C(=O)COc2ccc(F)cc2)c(=O)[nH]c(=O)n1Cc1ccccc1	i	-10.4	i	-2.9	i	i	i	i	i	i	11.4
CC(NC(=O)/C=C/c1ccc(Br)cc1)c1ccccc1 (stereo not drawn)	i	-4.7	i	-5.3	i	i	i	i	i	i	-1.1
CS(=O)(=O)c1cccc(NC(=O)C2CCCN2S(=O)(=O)c2ccc(F)cc2)c1 (stereo not drawn)	i	-2.6	i	-8.0	i	i	i	i	i	i	-0.6
O=C(O)c1ccc(/C=C2\SC(=S)N(Nc3ccccc3)C2=O)cc1	i	-15.7	i	-4.1	i	i	i	i	i	i	5.7
O=C1CCCC(O)=C1C=Nc1ccc2c(c1)oc1ccccc12	i	-4.3	i	-5.3	i	i	i	i	i	i	-0.7
O=C(Oc1cc(-c2ccccc2)no1)c1ccc(Cl)cc1	i	-10.6	i	-5.6	i	i	i	i	i	i	-3.3
COc1ccc(-n2nc3c(c2NC(=O)CCCCl)CSC3)cc1	i	-6.4	i	-1.4	i	i	i	i	i	i	11.7
c1ccc(C2CCC(N3CCNCC3)CC2)cc1 (stereo not drawn)	i	-8.0	i	4.0	i	i	i	i	i	i	-2.4
NCCCNC(=O)c1cc2ccccc2[nH]1	i	-3.2	i	-16.8	i	i	i	i	i	i	-7.6
CC(=O)c1c(N2CCN(Cc3ccc4c(c3)OCO4)CC2)nc(=S)n(-c2ccccc2)c1C	i	-11.1	i	2.9	i	i	i	i	i	i	2.7
O=C(Nc1ccccc1F)c1ccc2c(c1)CCN2S(=O)(=O)c1ccccc1	i	-8.1	i	3.4	i	i	i	i	i	i	0.4
COc1ccc(S(=O)(=O)N/N=C(/C)c2cccc(NC(=O)c3ccccc3Cl)c2)cc1	i	-14.2	i	11.0	i	i	i	i	i	i	-0.6
O=C(/C=C/c1c(F)cccc1Cl)NCc1ccco1	i	-7.1	i	2.0	i	i	i	i	i	i	-6.7
NS(=O)(=O)c1ccc(CCNC(=O)CN2CCCCC2)cc1	i	-14.2	i	4.6	i	i	i	i	i	i	-0.5
Cc1cccc(N(C)C(=O)c2cc3c(=O)[nH]c4ccc(C)cc4c3s2)c1	i	-8.3	i	x	i	i	i	i	i	i	-3.6
COc1ccc2oc(C(=O)NCCN3CCOCC3)c(C)c2c1OC	i	-2.5	i	-25.3	i	i	i	i	i	i	-6.9
COC(=O)[C@@H](NC(=O)NC1CCN(Cc2ccccc2)CC1)C(C)C	i	-7.2	i	-6.5	i	i	i	i	i	i	-7.8
O=C(Nc1cccnc1Cl)c1cc(-c2cccc(O)c2)on1	i	-9.1	i	3.6	i	i	i	i	i	i	0.5
CCOC(=O)c1ccc(NC(=O)C2C3CCCCC32)cc1 (stereo not drawn)	i	-3.0	i	-6.3	i	i	i	i	-9.42*	i	0.6
Cc1ccc(NC(=O)CN(C)C(=O)Cn2cc(C(F)(F)F)ccc2=O)cc1	i	-5.5	i	-6.7	i	i	i	i	i	i	1.1
O=C(Nc1ccc([N+](=O)[O-])cc1)c1cncc(Br)c1	i	-5.1	i	-1.5	i	i	i	i	i	i	2.3
Cc1cnc(NC(=O)/C=C/c2ccc(Br)o2)s1	i	-11.0	i	1.7	i	i	i	i	i	i	-3.0
Clc1ccccc1Cn1c(/C=C/c2ccco2)nc2ccccc21	i	-13.2	i	5.9	i	i	i	i	i	i	0.9
O=c1c(Cc2c(F)cccc2Cl)c(O)ccn1CCc1c[nH]c2ccccc12	i	-3.7	i	3.5	i	i	i	i	i	i	-1.6
C=CCn1c(SCc2nnc(-c3ccccc3)o2)nnc1C(O)c1ccccc1 (stereo not drawn)	i	-1.8	i	0.7	i	i	i	i	i	i	-9.9
Cc1cc(C)c2c(N)c(C(=O)NNC(=O)c3ccccc3)sc2n1	i	-5.7	i	-9.8	i	i	i	i	i	i	4.9
Cc1ccc(OCC(=O)Nc2ccccc2C(=O)N2CCCC2)cc1	i	-13.6	i	0.7	i	i	i	i	i	i	-0.3
CC(C)Oc1ccc(CCC(=O)NNC(=O)CCC(=O)O)cc1	i	-10.6	i	1.2	i	i	i	i	i	i	-12.5
CCOC(=O)N1CCC(NCCNC(=O)c2ccccc2Cl)CC1	i	-13.8	i	-2.3	i	i	i	i	i	x	5.5
CCN(CC)C(=O)C1CCN(c2ncnc3c2cnn3-c2ccc(C)cc2C)CC1	i	-4.2	i	8.4	i	i	i	i	i	i	5.1
CCCC(CCC(=O)Nc1ccc(S(N)(=O)=O)cc1)C(=O)O (stereo not drawn)	i	-5.3	i	1.5	i	i	i	i	i	i	-0.8
Cc1cc(C(=O)O)oc(=O)c1	i	-9.3	i	-1.7	i	i	i	i	i	i	-3.2
CN(c1cccc(NC(=O)c2cccc([N+](=O)[O-])c2)c1)S(C)(=O)=O	i	-7.4	i	2.8	i	i	i	i	i	i	-2.2
CCOC(=O)Nc1cccc(C(=O)O)c1	i	-1.8	i	0.2	i	i	i	i	i	i	-9.0
C/C(=N\NC(=O)C1CC1)c1ccc(OC(F)F)cc1OC(F)F	i	-0.5	i	-6.2	i	i	i	i	i	i	-1.3
Cc1ccc(CN2CCN(Cc3nc4c(s3)CCCC4)CC2CCO)cc1 (stereo not drawn)	i	-5.8	i	-1.0	i	i	i	i	i	i	-7.5
C=CCNC(=O)COC(=O)c1ccc(C)c(NC(=O)c2ccco2)c1	i	-9.7	i	-0.2	i	i	i	i	i	i	-16.5
COc1ccc(C(=O)N/N=C(\C)c2ccccn2)cc1OC	i	-11.5	i	-2.9	i	i	i	i	i	i	37.8
COc1cc(CNCCc2ccccc2)ccc1OCc1ccc(Cl)nc1	i	-10.9	i	3.1	i	i	i	i	i	i	1.7
COc1cccc(CN(C)C(=O)CC2C(=O)NCCN2C2Cc3ccccc3C2)c1 (stereo not drawn)	i	-8.9	i	4.5	i	i	i	i	i	i	3.2
CCN(CC(=O)NCCC1=CCCCC1)S(=O)(=O)c1ccccc1	i	-9.7	i	1.6	i	i	i	i	i	i	11.7
COc1ccc(Nc2cc(C(=O)NCc3ccco3)c3ccccc3n2)cc1	i	-3.0	i	-22.1	i	i	i	x	i	x	-1.2
O=C(NCc1ccccc1)c1ccc(OCC2CCCO2)cc1 (stereo not drawn)	i	-4.0	i	3.2	i	i	i	i	i	i	5.7
Cc1ccc(NC(=O)c2ccc(S(=O)(=O)NCC3CCCO3)cc2)cc1 (stereo not drawn)	i	0.1	i	-3.5	i	i	i	i	i	i	4.2
COc1nc(OCCNC(C)=O)nc(N(C)C)n1	i	-13.3	i	-1.3	i	i	i	i	i	i	1.6
Cc1cc2c3nonc3ccc2n1C	i	-4.0	i	2.2	i	i	i	i	i	i	-0.4
COc1ccc(-c2nnc3ccc(SCC(=O)NCc4ccco4)nn23)cc1OC	i	-9.9	i	7.2	i	i	i	i	i	i	3.1
O=C(NCCCN1CCN(CCCNC(=O)c2ccc(F)cc2)CC1)c1ccc(F)cc1	i	-9.2	i	19.8	i	i	i	i	i	i	-10.0
Cc1ccc(-c2nc(C=Nc3ccc(O)cc3)c(O)o2)cc1	i	-7.1	i	x	i	i	x	i	i	i	4.2
O=C(O)c1ccc(N=Nc2c(-c3ccccc3)[nH]oc2=O)cc1	i	-6.3	i	4.5	i	i	i	i	i	i	2.1
O=S(=O)(CS(=O)(=O)c1ccc(Cl)cc1)c1ccc(Cl)cc1	i	-6.3	i	0.9	i	i	i	i	i	i	2.7
CCOc1cccc2cc(C(=O)Nc3cc(C)on3)c(=O)oc12	i	-9.6	i	-13.9	i	i	i	i	i	i	-0.8
CN(C)S(=O)(=O)Oc1ccsc1C(=O)Nc1cccc(Cl)c1Cl	i	-5.6	i	-0.3	i	i	i	-9.06*	i	i	5.4
CCCc1cc(-c2n[nH]c(=S)n2CC)c2ccccc2n1	i	-12.8	i	-1.0	i	i	i	i	i	i	0.0
COc1ccccc1NC(=O)/C(C#N)=C/c1cccn1C	i	-3.3	i	-1.4	i	i	i	i	i	i	2.1
O=C(NNc1cc(N2CCCC2)nc(N2CCCC2)n1)c1ccc([N+](=O)[O-])cc1	i	-5.4	i	0.4	i	i	i	i	i	i	1.8
O=C(Nc1cccnc1Cl)C1CCCN(c2ncnc3c2nc2n3CCCCC2)C1 (stereo not drawn)	i	-14.1	i	x	i	i	i	i	i	i	0.8

More compounds
smiles	KCNQ1 act	hERG rescue	RGS4 inh	HDAC3 inhib	KCNQ1 block	RGS4 act	TMEM16A inh	KCNK3 block	KCNK9 block	ANO1 activ	SKKanGAS inh
COc1ccc(Cc2nnc(NC(=O)Nc3ccc(F)cc3)s2)cc1	i	-10.4	i	0.0	i	i	i	i	i	i	-2.7
NS(=O)(=O)c1ccc(CNC(=O)CCS(=O)(=O)Cc2ccccc2)cc1	i	-5.0	i	3.5	i	i	i	i	i	i	-3.8
CCNC(=S)NC1CC2CCCC(C1)N2Cc1ccc(C)cc1 (stereo not drawn)	i	-5.4	i	3.2	i	i	i	i	i	i	2.5
O=C(CNc1ccccc1)N/N=C/c1cn(-c2ccccc2)nc1-c1ccccc1	i	-8.9	i	16.2	i	i	i	i	i	i	8.9
CC(=O)Nc1cccc(NC(=O)CSc2nnc(NC(=O)c3ccco3)s2)c1	i	-16.0	i	8.8	i	i	i	i	i	i	26.5
Cc1c(C(=O)NN2CCOCC2)oc2c1ccc1ccccc12	i	-7.1	i	-4.4	i	i	i	i	i	i	-0.3
Cc1ccc(S(=O)(=O)Oc2ccc3c(c2)O/C(=C\c2cccnc2)C3=O)cc1	i	-8.4	i	3.1	i	i	i	i	i	i	10.1
CCOc1ccc(-c2cc(CCCC(=O)NCc3cccnc3)no2)cc1	i	-9.2	i	-1.9	i	i	i	i	i	i	-8.4
